Source: PubChem BioAssay
IMPase Li inh = qHTS Assay for Identifying the Cell-Membrane Permeable IMPase Inhibitors: Potentiation with Lithium | CHO-M1 cells, IP1 TR-FRET (IP-One), carbachol + lithium | Potency, µM (top dose mostly 59.4 µM), without a hit: top-dose activity, negative = IMPase inhibition, most hits filed as inhibitors | 0.35% of 210,000 active;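 further: IP1 builds up when IMPase is blocked and the TR-FRET signal falls; potency means the concentration at half of the fitted maximal effect; plate controls were basal vehicle for no effect and high inhibitor control for full effect; nearly all actives have a fitted effect of over 50% in size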
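Readout is a homogeneous TR-FRET IP1 immunoassay (Ex 320, Em 665 and 620), where raised cytosolic IP1 lowers signal. Cells were CHO-M1 treated 30 min at 37C with test compounds plus a little lithium; AC50 values came from Hill-equation fitting.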
Luc counter = Counterscreen for Luciferase (Kinase-Glo TM) Inhibition. Luciferin 4-monooxygenase (Photuris pensylvanica), Q27757. AID 1379, 2008. Potency, µM (series often up to 38.3 µM), inactives show top-dose activity change, negative = inhibition, most hits filed as inhibitors. 0.28% of 200,000 active. Kinase-Glo luciferase, ATP luminescence, 8 min; further: potency means the concentration at half of the fitted maximal effect; on the % scale 0 is the no-effect control and ±100 the full control effect; nearly all actives have a fitted effect of over 60% in size
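Kinase-Glo luciferase light output from ATP and luciferin was measured with 10 uM ATP, within the enzyme's linear range. Buffer: 50 mM imidazole pH 7.2, 50 mM KCl, 7 mM MgCl2, 0.01% Tween 20, 0.05% BSA; luminescence read after 8 min at ambient temperature.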
LMNA splice mod = qHTS Assay for Modulators of Lamin A Splicing; AID 1487, 2009; 0.01% of 200,000 active; Potency, µM (highest dose often 46.1 µM), for inactives: at the highest dose ratio change, negative = inhibition, usual class: inhibitors; HeLa LMNA splicing GFP/RFP minigene ratio, 48 h; active means well fitted inhibition curve with a large enough effect in the signal ratio, with a control signal flat, not every such curve was filed as active; inconclusive means small, poorly fitted or top-dose-only effect, or effect the other way, or a change in a side signal; the % refers to the signal ratio; further: potency means the concentration at half of the fitted maximal effect; on the % scale 0 is the no-effect control and ±100 the full control effect
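S3 HeLa cells stably expressing lamin A-EGFP splicing minigene plus DsRed2, 600 cells/well, 48 h compound exposure at 37C. Laser-scanning cytometry; analysed as GFP (500-530 nm)/RFP (575-640 nm) total intensity ratio; 0.5% DMSO vehicle.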
HTT cytoprotect = qHTS Multiplex Assay to Identify Dual Action Probes in a Cell Model of Huntington: Cytoprotection (ATP). PC12 HTT-Q103 induced, cytoprotection, ATP luminescence, 40 h. Potency, µM (titrated, usually from 56.4 µM), for inactives: cytoprotection (ATP increase), hits mostly activators. 0.14% of 230,000 active;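 further: potency means the concentration at half of the fitted maximal effect; % of control where 0% means no effect; nearly all actives have a fitted effect of over 45% in size; toxic huntingtin expression switched on by the ecdysone agonist tebufenozide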
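Cells were plated at 1500 per well in phenol red-free DMEM with 5% equine and 5% calf serum. Tebufenozide (100 nM final) and compounds were added, then ATPlite reagent, and luminescence was read.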
SMN2 splice up = qHTS Assay for Enhancers of SMN2 Splice Variant Expression; AID 1458, 2008; 2.8% of 210,000 active; Potency, µM (doses to about 46.1 µM), for the others: top-dose activity change, positive = activation, usual class: activators; HEK293 SMN2-luciferase splicing reporter, luminescence, 30-36 h; further: potency means the concentration at half of the fitted maximal effect; % of control where 0% means no effect; nearly all actives have a fitted effect of over 55% in size
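HEK293 cells carry an SMN2 […]–luciferase reporter in which exon 7 inclusion puts luciferase in frame. Cells were plated 10-12 h before compound addition, then incubated 30-36 h at 37C. ONE-Glo luminescence was read; sodium butyrate at 4.5 mM final served as control.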
HttQ103 aggreg = qHTS Multiplex Assay to Identify Dual Action Probes in a Cell Model of Huntington: Aggregate Formation (GFP) | PC12 HttQ103-GFP aggregates, Acumen cytometry, 40 h | Potency, µM (titrated, usually from 46.1 µM), for inactives: at the highest dose activity change, negative = inhibition, most hits filed as inhibitors | 1.1% of 220,000 active; further: potency means the concentration at half of the fitted maximal effect; on the % scale 0 is the no-effect control and ±100 the full control effect; nearly all actives have a fitted effect of over 60% in size
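PC12 cells with ecdysone-inducible HTT exon1 Q103-GFP, induced by 100 nM tebufenozide, given compounds in a concentration series. GFP aggregates (1–25 um, 6 SD above background) counted in lysates by laser-scanning cytometry, 488 nm excitation.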
CBFb RUNX1 block = qHTS Assay for Compounds Blocking the Interaction Between CBF-beta and RUNX1 for the Treatment of Acute Myeloid Leukemia. AlphaScreen CBFb-His/RUNX1-biotin binding, biochemical. 230,000 tested, under 10 active. Runt-related transcription factor 1 (Homo sapiens) + Core-binding factor subunit beta …. Potency, µM (highest dose often 59.8 µM), for inactives: at the highest dose activity, negative = inhibition, most hits filed as inhibitors; further: % of control where 0% means no effect
Target sequence (Q01196 whole entry, looked up): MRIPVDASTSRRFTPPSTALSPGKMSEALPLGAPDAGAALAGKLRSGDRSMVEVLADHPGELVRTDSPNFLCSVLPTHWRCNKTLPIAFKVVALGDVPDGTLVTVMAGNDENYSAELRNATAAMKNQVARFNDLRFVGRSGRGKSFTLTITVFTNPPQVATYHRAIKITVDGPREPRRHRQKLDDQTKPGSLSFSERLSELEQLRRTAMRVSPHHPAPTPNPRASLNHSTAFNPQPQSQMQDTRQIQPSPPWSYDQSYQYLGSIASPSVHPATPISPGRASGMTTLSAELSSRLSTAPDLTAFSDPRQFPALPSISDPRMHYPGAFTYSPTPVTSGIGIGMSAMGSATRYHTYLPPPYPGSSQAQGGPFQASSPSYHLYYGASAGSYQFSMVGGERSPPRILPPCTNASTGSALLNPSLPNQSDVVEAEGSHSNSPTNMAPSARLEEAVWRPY
Target sequence (Q13951 whole entry, looked up): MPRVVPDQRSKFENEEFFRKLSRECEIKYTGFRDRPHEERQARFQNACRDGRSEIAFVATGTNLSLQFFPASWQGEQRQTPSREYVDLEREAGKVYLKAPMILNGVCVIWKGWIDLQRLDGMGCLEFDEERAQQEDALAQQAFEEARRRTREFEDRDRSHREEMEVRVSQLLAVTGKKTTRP
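His-tagged CBF-beta and biotinylated RUNX1 (30 nM each) were premixed 20 min at room temperature, exposed to compound for 15 min, then given nickel-chelate and streptavidin AlphaScreen beads (50 ng each). After 90 min, AlphaScreen signal was read.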
* = called active by the depositor; ? = inconclusive; · = no result given; [ ] = another dose, or the depositor's remark. Unless noted, the call rests on the fitted dose curve; in most records, active means well fitted curve in the direction sought with a large enough effect; inconclusive means small, poorly fitted or top-dose-only effect, or another doubt; inactive means no such curve, though single readings can be large; an effect the other way counts as inactive or inconclusive.

The first 2 compounds (preview)
SMILES	IMPase Li inh	Luc counter	LMNA splice mod	HTT cytoprotect	SMN2 splice up	HttQ103 aggreg	CBFb RUNX1 block
Cc1cccc(CNc2ncncc2-c2cccc(NS(C)(=O)=O)c2)c1	21%	-5%	?	-11%	0%	·	·
CCOc1ccc(N=C2NC(=O)S/C2=C\c2ccc(OC)cc2)cc1	5%[38.3 µM]	19%	-6%	4%	-15%	-7%	2%

All compounds of this part, from the start:
SMILES	IMPase Li inh	Luc counter	LMNA splice mod	HTT cytoprotect	SMN2 splice up	HttQ103 aggreg	CBFb RUNX1 block
Cc1cccc(CNc2ncncc2-c2cccc(NS(C)(=O)=O)c2)c1	21%	-5%	?	-11%	0%	·	·
CCOc1ccc(N=C2NC(=O)S/C2=C\c2ccc(OC)cc2)cc1	5%[38.3 µM]	19%	-6%	4%	-15%	-7%	2%
Cn1cnnc1Sc1ccc(S(C)(=O)=O)cc1[N+](=O)[O-]	5%	-2%	·	-18%[10 µM]	·	-10%[9.22 µM]	2%
Cc1cc(C)cc(NS(=O)(=O)c2ccc3[nH]c(=O)[nH]c3c2)c1	11%[38.3 µM]	3%	3%	12%[10 µM]	-10%	-1%	8%
Cc1nc2ccccc2n1C1CC(=O)N(Cc2ccccc2)C1=O (centres undefined)	-1%[38.3 µM]	-3%	-5%	-12%	-11%	-19%	-4%
CC1(C)CC(=O)C2=C(C1)Oc1nc3ccccc3cc1C2C(C#N)C#N (centres undefined)	3%[38.3 µM]	0%	?	?	4%	15%[9.22 µM]	-1%
Cc1cc(NC(=O)c2ccc(Br)c(S(=O)(=O)N3CCCC3)c2)no1	23%[38.3 µM]	1%	?	5%[10 µM]	-72%[inhibitor]	-18%	8%
CCCCN(C)C(=O)c1ccc(S(=O)(=O)N2CCOCC2)cc1	19%[38.3 µM]	-3%	-3%	-6%	-2%	-4%	-2%
O=C(Nc1ccc(F)cc1)c1cn(-c2ccccc2)nc1-c1ccncc1	12%	1%	?	26%[10 µM]	-7%	-20%	1%
Cc1cc(=O)n2c(n1)NC(Nc1cccc(C)c1C)=NC2c1ccccc1 (centres undefined)	·	·	·	-4%[10 µM]	·	5%[9.22 µM]	9%
Cn1c(=O)c2c(nc(SCCNS(=O)(=O)c3ccccc3)n2C)n(C)c1=O	2%[38.3 µM]	-1%	-10%	-18%	-13%	-23%	2%
CCC(=O)Nc1ccc(Oc2ccc(NC(=O)CC)c(NC(=O)CC)c2)cc1	-2%	0%	·	-37%[inhibitor]	-1%	-1%	0%
COC(=O)c1ccc(OC)c(CSc2nnc(COc3cccc(C)c3)o2)c1	44%[activator][38.3 µM]	0%	?	-3%[10 µM]	28%	-1%	16%
COc1ccc(C(=O)O)nc1C	·	·	·	17%[10 µM]	·	-7%[9.22 µM]	2%
CN(c1ccccc1)C1CCCCC1NS(=O)(=O)c1ccc(Cl)cc1 (centres undefined)	7%	-2%	?	13%[10 µM]	-17%	?	7%
COc1cc(Br)cc(CN2CCN(C=O)CC2)c1O	16%[38.3 µM]	-1%	-23%	0%[10 µM]	·	-14%	1%
O=[N+]([O-])c1cccc(CSc2ncnc3ccccc23)c1	29%	-3%	?	2.2µM*	-13%	15%	-30%
O=C(COC(=O)c1cc(Cl)nc2ccccc12)c1ccc(Cl)cc1	-2%	4%	?	-3%[10 µM]	-7%	-13%	-2%
CCOc1ccc(NC(=O)CCNc2c(N3CCCC3)c(=O)c2=O)cc1	11%[38.3 µM]	-5%	14%	9%	-2%	6%	-1%
COCc1ccc(CN2CCc3c([nH]c4ccccc34)C2C(C)(C)C)o1 (centres undefined)	-7%	-6%	?	2%[10 µM]	·	?	-4%
CCCCCCCN1C2=NCCCN2c2ccccc21	24%	2%	·	-20%[10 µM]	-16%	-3%[9.22 µM]	6%
CCOc1ncccc1C(=O)OCc1ccc([N+](=O)[O-])cc1	10%	1%	10%[46 µM]	-20%	-8%	13%	7%
O=C(CCc1ccccc1)Nc1cccnc1Cl	·	·	·	7%[10 µM]	·	-18%[9.22 µM]	3%
CCOC(=O)/C(C#N)=C/Nc1ccccc1NS(=O)(=O)c1cccc(C(C)=O)c1	-4%	-1%	7%[46 µM]	-24%	16%	-13%	3%
CCOC(=O)CSc1nc(C(C)(C)C)cc(C(F)(F)F)c1C#N	-10%[38.3 µM]	1%	-4%	4%	-13%	9%	8%
CN(C)c1ccc(CNCCC(Cc2ccccc2)c2ccco2)cc1 (centres undefined)	·	·	-6%[46 µM]	-2%[10 µM]	·	?	-13%
Cc1cnc(C(=O)Nc2cc(F)ccc2C)cn1	5%	-5%	3%[46 µM]	-6%[10 µM]	-3%	0%[9.22 µM]	6%
Cc1ccccc1OCCn1cc(/C=C(\C#N)C(=O)NCc2ccco2)c2ccccc21	-5%	1%	2%	-9%[10 µM]	?	-11%	-4%
O=C1CC(c2ccco2)CC2=C1C(c1ccccc1)n1nc(C(F)(F)F)nc1N2 (centres undefined)	42%[activator][38.3 µM]	-3%	4%	1%[1.9 µM]	-24%	12%	4%
C=CCn1c(COc2ccc(Cl)cc2)nnc1SCC(=O)NCC(=O)OCC	6%[38.3 µM]	-5%	2%	-11%	-9%	3%	27%
CCC(C)Oc1ccccc1C1CC(=O)NC2=C1C(=O)CCC2 (centres undefined)	-10%[38.3 µM]	-5%	?	-30%	4%	31%	-5%
CCOC(=O)c1c(N)sc(C)c1-c1ccccc1	19%	-2%[39.9 µM]	·	-91%[inhibitor]	·	·	?
Cc1cc(C)c(C)c(S(=O)(=O)NCCCN2CCOCC2)c1C	2%	-2%	?	-14%[10 µM]	·	-3%[9.22 µM]	2%
Cc1cccc(-n2nnc(C(=O)NCc3ccccc3)c2N)c1	5%	-6%	?	-10%[1.9 µM]	-11%	-27%	3%
Cc1ccccc1-c1n[nH]c(=S)n1Cc1ccccc1	9%	-2%	·	-9%	-5%	23%	13%
CN(C)c1ncc2nc(-c3ccccc3)c(=O)n(-c3ccccc3)c2n1	?	·	11%	-27%	·	·	·
Cc1ccc(N2C(=O)c3ccccc3C2=O)cc1	·	·	·	21%[10 µM]	·	-14%[9.22 µM]	9%
CCn1c(C)c(C(C)=O)c(N2CCN(c3ccc(F)cc3)CC2)nc1=S	14%[38.3 µM]	-3%	0%	-3%	-4%	16%	-1%
COCc1cc(Sc2ccc(OC)cc2)nc(-c2ccccc2)n1	8%	-5%	-10%[9.22 µM]	-33%	-3%	-4%	?
Nc1nc(-c2ccc([N+](=O)[O-])cc2)c(C(=O)Nc2ccc(Cl)cc2)s1	·	·	·	-26%[10 µM]	·	-7%[9.22 µM]	3%
CCCNS(=O)(=O)c1ccc(-n2cnnn2)c(OC)c1	4%	-1%	8%[46 µM]	18%[10 µM]	·	17%[9.22 µM]	10%
Cn1c(C(=O)O)cc2cc(F)ccc21	17%[38.3 µM]	-1%	3%	-10%	19%	-6%	3%
CN(C)S(=O)(=O)c1cccc(COC(=O)c2ccc(Cl)cc2O)c1	·	·	·	6%[10 µM]	·	-19%[9.22 µM]	29%
CCc1cccc2c(=O)c(C(=O)N3CCCCCC3)c[nH]c12	-3%[38.3 µM]	1%	-7%	-4%[10 µM]	-3%	-15%	4%
CS(=O)(=O)N(Cc1ccccc1F)c1ccccc1	-2%	3%	3%	12%[10 µM]	·	-3%	2%
O=C1CC(c2ccc(Br)cc2)NC(c2ccc(Br)cc2)C1c1ccccc1 (centres undefined)	10%	0%	-14%	-12%[10 µM]	22%[1.84 µM]	-22%	1%
O=C(C1CC1)N1CCc2cc(S(=O)(=O)N3CCCc4ccccc43)ccc21	22%[38.3 µM]	0%	11%[0.0737 µM]	-22%	-11%	-2%	-2%
C=C(C)COc1ccc(-c2nc(N)ncc2-c2ccc(OC)cc2)c(O)c1	40%[activator][38.3 µM]	1%	?	21%[10 µM]	-25%	?	-3%
Cc1nn(C)c(C)c1S(=O)(=O)N1CCC(C(=O)NCCC2=CCCCC2)CC1	-1%[38.3 µM]	-1%	1%	-11%	-10%	-24%	-1%
COc1ccc2nc(NC(=O)C3CCCN(S(=O)(=O)c4cccs4)C3)sc2c1 (centres undefined)	16%[38.3 µM]	5%	-16%	-34%	-8%	-11%	-10%
CC(C)(C)c1ccc(/C=N/Nc2ccc(C(=O)O)cc2)cc1	8%	0%	25%	3%[10 µM]	-91%[inhibitor][1.84 µM]	10%	4%
COc1cccc(-c2ccc(C#N)c(SCC(=O)NCCc3ccccc3)n2)c1	?	2%	-8%	4%[10 µM]	-9%	-14%	10%
CCN(CC)CCNC(=O)Cn1nc(Cc2cccnc2)c2ccccc2c1=O	3%[38.3 µM]	0%	4%	-6%	4%	11%	1%
CC1=C(C(=O)Nc2ccccc2)C(c2sccc2C)n2nnnc2N1 (centres undefined)	20%[38.3 µM]	-4%	-4%	14%	-15%	7%[9.22 µM]	2%
COCCNC(=O)[C@H](C)/C=C(\c1cccnc1)C(NC(=O)OCc1ccccc1)c1ccc(C(=O)OC)cc1 (some centres undefined)	3%	0%	·	-10%	-4%	·	7%
CCCN1C[C@H](CSC)C[C@H]2c3cccc4[nH]cc(c34)C[C@@H]21	4%	2%[17.1 µM]	?	?	-5%[20.6 µM]	·	16%[21.7 µM]
Cc1nc(C)c(C(=O)C2=C(O)C(=O)N(CCN(C)C)C2c2cccs2)s1 (centres undefined)	-8%[38.3 µM]	-2%	-3%	7%[0.074 µM]	-23%	4%	-2%
COc1ccc(Cn2c(C3CC3)nc3ccc(NC(=O)c4ccco4)cc3c2=O)cc1	9%[38.3 µM]	-3%	?	-18%	?	10%	-3%
